# Screening data as filed in PubChem.
# Cneo AK release – Cryptococcus neoformans cell lysis inducers, primary screen, AK release luminescence, single concentration; AID 651654, 2012; lysis activity, % at 15 µM; 0.2% of 360,000 active; C. neoformans lysis, adenylate kinase release luminescence, 4 h; normalised: neutral wells 0, clomiphene wells 100;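 active = mean lysis activity across replicates of at least 80%, whatever share of replicates individually reach that level; inactive = mean lysis activity below 80%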
#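 Test system: log-phase Cryptococcus neoformans yeast cells. Input: 5 × 10^6 yeast cells/mL. Medium: fresh YPD growth medium. Doses: single dose. Incubation: static 4 h at 37 °C with compound, 1 h detection. Measured by: luminescent adenylate kinase detection reagent. Read-out: signal increase indicating cell lysis. Benchmarks: Clomiphene.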
# PGC1a acetyl inh – inhibitors of PGC1a acetylation signal, primary screen, cell-based, U2OS, AlphaScreen, inhibitor mode | 0.17% of 350,000 active | AlphaScreen anti-acetyl-lysine; with virally co-expressed GCN5 acetyltransferase | inhibition, % at 15.6 µM;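 active = every replicate shows inhibition of at least 40%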;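 note: 0% = neutral control wells and 100% = positive control wells; some results beyond the cut were filed as inactive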
# PglD inh – C. jejuni PglD acetyltransferase inhibitors, primary screen, biochemical, DTNB colorimetric, single point; UDP-N-acetylbacillosamine N-acetyltransferase PglD (Campylobacter jejuni); purified PglD enzyme, DTNB colorimetric CoA detection; inhibition, % at 12.5 µM; 0.098% of 360,000 active; AID 602405, 2012; in the data active = inhibition above about 16%, passing the limit was not always enough; note: strong numbers were not always called active
# CFTR F508del cor – F508del CFTR correction, initial screen, CFBE line, single point; 0.36% of 350,000 active; activity (quench increase), % at 7.58 µM; CFBE cells, YFP halide quenching; stimulated with forskolin plus potentiator P3; % fluorescence drop versus neutral controls;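 active = mean added fluorescence quench of at least 8% versus neutral control, with both replicates also reaching 8%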;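 note: cells transiently co-express mutant CFTR-F508del with the halide-sensitive YFP; corrector assay measuring rescue of mutant channel to the surface after 24 h compound exposure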
# INS-1E GSIS act – GLuc luminescence reporter in INS-1E cells, primary screen for activators of glucose-dependent secretion of insulin | INS-1E GLuc reporter insulin secretion, 2-3 h | activation, % at 16.6 µM | 0.61% of 370,000 active | AID 743287, 2014;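 active = lowest replicate activation of at least 40%, so every replicate reaches that level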;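 note: 0% = median of neutral control wells and 100% = median of IBMX positive control wells; some compounds called inactive have numbers as strong as hits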
# C2C12 statin – suppressors of statin myotoxicity in C2C12 myotubes, primary screen, cell-based, single point, plate reader; AID 602340, 2012; rescue of ATP level, % at 7.49 µM; C2C12 myotubes + simvastatin, ATP luminescence, 48 h; scaled: DMSO 0, geranylgeraniol control 100; 0.78% of 330,000 active;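 active = mean ATP rescue above about 67%, or every replicate alone reaching that limit, limit read from the data, passing the limit was not always enough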;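 note: myotubes were challenged with 10 µM simvastatin during compound exposure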
# miR122 inh – miR-122 Renilla sensor signal increase in Huh7, primary screen, miR-122 inhibitor project, cell-based, single point, plate reader; activation (reporter increase), % at 12.5 µM; AID 602342, 2012; 0.3% of 340,000 active; Huh7 miR-122 Renilla luciferase sensor, 48 h; neutral wells = 0, positive control = 100;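 active = mean replicate activation score at least 90 and every replicate individually at or above 90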;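 note: higher luciferase means less miR-122 activity so hits act as miR-122 inhibitors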
# FN deposit inh – inhibitors of fibronectin matrix deposition, primary screen, AH1F cells, Alexa488-fibronectin fluorescence, plate reader; AID 743247, 2014; 0.086% of 350,000 active; AH1F fibroblasts, overnight; inhibition, % at 12.6 µM;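 active = mean inhibition across replicates of 30% or more, regardless of how many single replicates reach that level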;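 note: positive control wells lacked labelled fibronectin entirely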
#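 test system = AH1F fibroblasts assembling fluorescent fibronectin matrix | quantity = 10000 AH1F cells per well | buffer or medium = DMEM plus 2% serum, read in PBS | doses = single dose, pinned | incubation = 1 h cell attachment, overnight exposure to compound and label | detection = fluorescence at 485 nm excitation, 525 nm emission | read-out basis = inhibition from reduced deposited-fibronectin fluorescence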
# * hit, by the source's call; nt = no result given; [ ] = another dose, or the depositor's remark.
smiles,Cneo AK release,PGC1a acetyl inh,PglD inh,CFTR F508del cor,INS-1E GSIS act,C2C12 statin,miR122 inh,FN deposit inh
COc1cc(NC(=O)Cn2cnc3sc(C)c(S(=O)(=O)N4CCOCC4)c3c2=O)cc(OC)c1OC,-0.1,nt,-3.2,-2.3,16.9,-7.0,nt,14.3
COc1ccc(C(NC(C)=O)c2cc(Cl)c3cccnc3c2O)cc1 (stereo not given),-0.8,-2.5,8.7,5.6,4.9,-26.2,-71.5,23.4
CCn1c(COc2ccccc2)nnc1SCC(=O)Nc1cc(OC)ccc1OC,-1.1,nt,-0.6,nt,nt,4.1,8.0,-5.7
CCCn1c(SCC(=O)Nc2nnc(-c3ccccc3)s2)nnc1-c1ccccn1,2.1,3.8,0.5,nt,nt,-7.7,4.2,-0.4
COc1cc(CNCc2ccco2)cc(OC)c1O,3.1,-9.6,6.3,-2.5,1.9,-6.8,-0.2,0.9
CCc1ccccc1OCC(=O)Nc1cccc(S(=O)(=O)NC2=NCCCCC2)c1,-4.4,-10.1,0.0,-0.6,-22.1,-2.9,16.4,0.1
CCc1cc(Br)ccc1NC(=S)NCCc1ccccc1,72.4,-2.7,-2.6,-1.6,-59.9,-21.9,29.2,nt
CNC[C@@H]1OCCCC[C@H](C)Oc2ccc(NC(=O)NC3CCCCC3)cc2C(=O)N([C@@H](C)CO)C[C@H]1C,nt,-3.6,nt,1.5,16.7,17.6,-2.7[16.7 µM],nt
Cc1ccc(C(=O)NCC(=O)OCC(=O)Nc2ccccc2[N+](=O)[O-])cc1,-0.6,6.1,-7.7,-1.0,-3.3,-6.0,11.5,12.0
CNc1nccc(-c2ccc(F)cc2)c1C#N,0.1,nt,2.2,-1.2,11.6,-13.2,-6.6,3.0
CC(=O)N1[C@H](C(=O)NCC2CC2)[C@@H](CO)[C@@H]2Cn3c(ccc(C4=CCCC4)c3=O)[C@@H]21,1.4,-8.0,2.0,3.2,10.3,-7.6,7.3[16.7 µM],nt
COCC(=O)N1[C@H](CO)[C@H](c2ccccc2C2=CCCC2)[C@@H]1C#N,nt,-0.8,nt,1.3,6.3,nt,nt,-10.9
C[C@H]1CN([C@@H](C)CO)C(=O)c2cc(NS(=O)(=O)c3ccc(Cl)cc3)ccc2O[C@H]1CN(C)Cc1ccccc1,-2.2,8.9,3.6,0.1,-5.9,19.6,-14.4[16.7 µM],nt
CCOC(=O)N1CCN(C(=O)c2ccc(C#CC3(O)CCCCC3)cc2)CC1,-0.3,9.1,-2.7,nt,-1.4,2.0,3.6,nt
CCC(=O)N1CCc2cc(S(=O)(=O)CCC(=O)Nc3ccc(OC)c(OC)c3)ccc21,nt,5.6,nt,1.4,-2.6,5.3,1.3,2.8

# Brought forward from above: 2 compounds; new compounds follow.
smiles,Cneo AK release,PGC1a acetyl inh,PglD inh,CFTR F508del cor,INS-1E GSIS act,C2C12 statin,miR122 inh,FN deposit inh
CCOC(=O)N1CCN(C(=O)c2ccc(C#CC3(O)CCCCC3)cc2)CC1,-0.3,9.1,-2.7,nt,-1.4,2.0,3.6,nt
CCC(=O)N1CCc2cc(S(=O)(=O)CCC(=O)Nc3ccc(OC)c(OC)c3)ccc21,nt,5.6,nt,1.4,-2.6,5.3,1.3,2.8
CC1(C)CCc2cc(S(=O)(=O)N3CCN(S(=O)(=O)c4c(F)cccc4F)CC3)ccc2O1,-2.2,-11.8,0.9,-2.3,9.4,-48.1,-6.8,-15.2
CC1CCc2nc(NC(=O)CN3CCN(c4ccccc4)CC3)sc2C1 (stereo not given),5.8,6.0,-1.9,nt,nt,-9.9,1.9,nt
O=C(Nc1ccc(Cl)cc1)N[C@@H]1CC[C@H](CCn2cc(Cc3ccccc3)nn2)O[C@H]1CO,-3.8,-0.8,-0.9,5.3,-4.4,12.2,nt,nt
Cc1ccc(CNC(=O)C2CCN(S(=O)(=O)c3cccs3)CC2)o1,-2.1,4.4,-1.1,nt,8.3,20.0,-4.2,nt
O=C(CN1C(=O)S/C(=C\c2ccccc2)C1=O)NCCCn1ccnc1,3.6,1.2,-0.9,1.1,8.3,-3.3,-6.2,0.5
CCOC(=O)c1c(C)[nH]c(C(=O)COC(=O)c2cccnc2Cl)c1C,-0.6,-6.9,4.6,0.0,12.3,4.5,-1.2,-4.5
COc1ccc(NC(=O)C(CCCCNC(=O)OC(C)(C)C)NC(=O)OCc2ccccc2)cc1 (stereo not given),-1.7,-8.4,5.5,nt,-24.3,9.4,28.8,-8.8
O=C(N/N=C/C=C/c1ccccc1)c1ccc(Br)cc1,0.6,1.5,4.0,nt,nt,-3.1,14.9,nt
C#CCOCCOCCOCCNc1nc(N2CCN(C(=O)[C@H]([C@@H](C)CC)n3cc(CCCN=C(N)N)nn3)CC2)nc(N2CCN(C(=O)[C@H](Cc3ccc(O)cc3)n3cc(CCO)nn3)CC2)n1,-0.2,nt,-3.3,1.5,4.0,14.2,nt,-0.9
COc1ccc2c3c(n(C)c2c1)[C@H](CO)N(S(C)(=O)=O)CC31CCN(CC2CCCCC2)CC1,nt,3.3,nt,0.4,-6.0,nt,nt,10.4
COc1ccc(OC)c(S(=O)(=O)N2CCN(Cc3ccccc3)CC2)c1,0.3,4.9,-0.4,-1.4,-5.3,1.0,9.0,-4.0
CCOC(=O)c1cc(CC)sc1NC(=O)C(c1ccccc1)c1ccccc1,-4.5,-8.1,-1.9,nt,nt,4.4,-5.5,-8.5
CC(C)NC(=O)N1[C@H](CO)[C@H]2c3ccccc3N(C)C[C@H]21,1.1,-6.9,3.0,1.1,2.0,-19.6,-14.3[16.7 µM],-9.8
Cc1cccc(-n2c(-c3ccccc3)c[nH]c2=S)c1C,6.1,nt,0.3,-0.6,9.7,-6.0,nt,-14.6
OCCC1CN(Cc2cccc3nccnc23)CCN1C1CCCC1 (stereo not given),-0.7,nt,2.8,-0.9,-5.2,2.5,2.6,15.4
CC(NC(=O)c1ccc2c(c1)OCO2)C1CCCO1 (stereo not given),0.3,6.4,-4.5,2.1,9.1,-24.5,1.7,nt
O=C(NCCCO)C(=O)NCC1OCCCN1S(=O)(=O)c1cccs1 (stereo not given),0.8,2.4,0.4,3.5,11.0,0.9,-3.7,0.2
Cc1cc(O)c(Oc2cc(C)cc(O)c2O)c(O)c1,0.1,6.0,5.2,1.9,-19.7,14.3,6.1,nt
COc1cc(NC(=O)c2ccccc2[N+](=O)[O-])c(C(=O)O)cc1OC,1.1,-4.0,-6.5,-4.8,12.0,-0.5,-2.9,-8.1
Cc1ccc(NC(=O)C(C)OC(=O)/C=C/c2ccccc2)cc1S(=O)(=O)N1CCOCC1 (stereo not given),nt,-3.1,nt,-2.4,0.7,nt,-8.1,3.2
CC(=O)NC1(C(F)(F)F)C(=O)Nc2c1c(=O)[nH]c(=O)n2Cc1ccco1 (stereo not given),-0.6,6.8,-3.7,nt,-6.9,nt,-3.5,nt
OCC(O)C(O)C(O)C(O)c1nc2ccccc2[nH]1 (stereo not given),nt,7.5,nt,-3.8,-0.1,-2.7,nt,4.9
O=C(C1CCOCC1)N1CC(=O)N2[C@H](C1)[C@@H](c1ccc(/C=C/c3ccccc3)cc1)[C@@H]2CO,nt,3.1,nt,-0.4,4.5,nt,nt,1.6
Cc1noc(C)c1S(=O)(=O)N(C)C[C@@H]1OCCCC[C@@H](C)Oc2ccc(NC(=O)C3CCCCC3)cc2C(=O)N([C@@H](C)CO)C[C@@H]1C,0.2,-10.1,-3.2,-0.3,-12.8,-35.1,8.6[16.7 µM],nt
C[C@@H]1CCCCO[C@@H](CN(C)C(=O)Cc2ccccc2)[C@H](C)CN([C@@H](C)CO)C(=O)c2cc(N(C)C)ccc2O1,-1.1,-4.0,7.1,-2.0,-22.9,-14.1,-3.6[16.7 µM],nt
O=C(N/N=C/c1ccccn1)c1ccc(Cl)c(Cl)c1,-1.6,nt,-1.2,-0.6,-0.2,6.9,-3.3,-3.8
CC(O)(c1ccc(F)c(F)c1)c1nc(-c2cccc(F)c2)cs1 (stereo not given),-0.1,nt,2.0,1.0,-24.6,8.9,-0.7,nt
NC(=O)CSc1nc2cccnc2n1-c1ccc(F)cc1,2.6,14.5,3.1,-0.3,18.8,1.5,1.8,0.1
COc1ccc(-n2cc(-c3ccccc3)[n+]3c2CCCCC3)cc1,nt,-5.8,nt,-2.2,-21.1,nt,nt,14.1
O=C(Cc1c(F)cccc1Cl)NNC(=O)Nc1ccc2c(c1)OCO2,-3.9,nt,7.0,-1.6,24.1,0.4,nt,-5.2
O=C(Nc1nnc(C2CC2)s1)c1cc([N+](=O)[O-])ccc1N1CCCCC1,-0.4,-13.3,-4.0,nt,12.1,-11.7,-1.8,13.6
Cc1ccc(S(=O)(=O)NC(=O)C2(C)CCN2C(=O)C2CCCCC2)cc1 (stereo not given),-0.1,nt,-2.5,-1.3,5.7,-4.5,nt,0.4
COc1ccccc1/C=N/NC(=O)c1nnn(-c2nonc2N)c1-c1cccs1,-0.1,2.2,-6.5,nt,nt,15.5,6.8,nt
CCOc1ccccc1CN1CCNC(=O)C1CC(=O)N(C)C1CCOCC1 (stereo not given),-0.2,4.1,-6.2,-2.8,-1.0,12.8,0.1,4.2
COCCN(C(=O)COC(=O)C1CC1)c1c(N)n(Cc2ccccc2)c(=O)[nH]c1=O,-1.6,7.8,-4.6,0.8,-6.1,18.0,-0.6,-9.4
C[C@H]1CN([C@@H](C)CO)C(=O)Cc2cc(NC(=O)CCCCCC(=O)Nc3ccccc3N)ccc2O[C@@H]1CN(C)S(=O)(=O)c1ccc(Cl)cc1,nt,-2.6,nt,1.1,-5.1,12.9,-1.1[16.7 µM],nt
COC(=O)[C@@]1(Cc2ccccc2)[C@H]2C(=O)N(Cc3ccccc3)C(=O)[C@H]2[C@H]2CN=C(SCC(=O)c3ccccc3)N21,2.0,0.7,-0.5,0.8,-19.1,10.3,-6.6,-1.6
COc1ccc(C(=O)NC2CC2)cc1OC1CCN(Cc2cc(C)cc(C)c2)CC1,-2.3,nt,-4.0,-2.7,6.6,-10.6,nt,-4.7
Cc1cccc(N2CCN(C(=O)CN(C)S(=O)(=O)c3ccc4c(c3)CCC(=O)N4)CC2)c1C,-2.2,9.3,-1.9,0.6,-1.1,8.2,0.7,6.9
Cc1nn(-c2ccccc2)c2nc(N)c(C#N)c(-c3ccc(O)c(O)c3)c12,0.2,-16.9,1.4,1.7,-20.9,-1.9,11.4,8.7
CO[C@H]1CN(C)C(=O)c2cc(NS(C)(=O)=O)ccc2OC[C@H](C)N(Cc2nccs2)C[C@@H]1C,-0.1,-6.1,-0.3,-1.0,14.6,-5.9,-0.7[16.7 µM],-6.7
CCCCNC(=O)C1(C)CCN1C(=O)c1ccc(F)c(C)c1 (stereo not given),0.1,nt,2.7,-4.5,6.3,0.1,0.9,-1.9
